Screening data deposited in PubChem BioAssay by several laboratories.
RTF Ca sens act = increases calcium sensitivity of human cardiac regulated thin filaments; IANBD-labeled TnC RTF fluorescence at EC20 calcium; 0% EC20 calcium, 100% full calcium; P19429+P45379; 340,000 compounds, 0.24% hits; activation, % at 7.2 µM;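 active = activation above the mean over all tested compounds plus 3 SD, cut at about 30% in these data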;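 also: rise in fluorescence read as greater calcium sensitivity of cardiac thin filaments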
V-ATPase pH = yeast V-ATPase proton transport regulation by pHLuorin. response, % at 10 µM. AID 504577. S. cerevisiae, pHLuorin cytosolic pH fluorescence. 350,000 compounds, 0.37% hits; in the data active = response mostly above about 7.3%, no sharp cut-off; inactive = mostly below about 5.4%; also: actives read high; inactives centre near 0; some compounds called inactive have numbers as strong as hits; reference of the scale not given here
MOR-DOR ag = OPRM1-OPRD1 heterodimerization agonism; P35372+P41143; cells, luminescence; 340,000 compounds, 0.3% hits; activation, % at 9.3 µM; in the data active = activation above about 18%;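 also: 0% = vehicle-treated cells and 100% = reference agonist; values of inactives mirror those of a sister screen read the other way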
Keap1-Nrf2 PPI = disrupts human Keap1 binding to Nrf2 peptide. Q14145. Keap1 Kelch-Nrf2 peptide fluorescence polarization, 1536-well. inhibition, % at 9.4 µM. 340,000 compounds, 0.15% hits. AID 504523; in the data active = inhibition above about 12%;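 also: human Keap1 Kelch domain with fluorescein labeled Nrf2 9mer peptide probe; 0% = neutral control wells and 100% = peptide positive control; higher means more block of Keap1 binding to Nrf2 peptide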
Target sequence (Q14145 whole entry, looked up, the tested form may be a part): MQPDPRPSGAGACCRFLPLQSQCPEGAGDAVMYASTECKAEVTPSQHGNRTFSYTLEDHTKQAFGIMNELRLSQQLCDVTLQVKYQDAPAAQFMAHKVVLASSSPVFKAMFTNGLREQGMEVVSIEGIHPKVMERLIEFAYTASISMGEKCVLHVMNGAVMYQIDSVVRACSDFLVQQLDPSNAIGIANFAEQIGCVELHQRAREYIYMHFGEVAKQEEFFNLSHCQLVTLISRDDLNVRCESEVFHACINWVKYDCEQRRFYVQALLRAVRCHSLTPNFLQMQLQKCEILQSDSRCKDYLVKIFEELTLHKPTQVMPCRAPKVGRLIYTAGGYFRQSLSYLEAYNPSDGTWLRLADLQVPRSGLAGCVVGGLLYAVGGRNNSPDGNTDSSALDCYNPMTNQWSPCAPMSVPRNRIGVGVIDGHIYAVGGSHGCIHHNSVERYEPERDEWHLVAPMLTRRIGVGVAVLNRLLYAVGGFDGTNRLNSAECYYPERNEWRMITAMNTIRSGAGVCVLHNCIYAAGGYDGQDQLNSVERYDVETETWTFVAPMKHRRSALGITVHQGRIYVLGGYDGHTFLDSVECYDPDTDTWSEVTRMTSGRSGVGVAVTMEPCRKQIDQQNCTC
Cardiac RTF inh = cardiac RTF calcium desensitization; IANBD-labeled cardiac RTF, Ca2+ fluorescence; inhibition, % at 7.15 µM; 340,000 compounds, 0.12% hits; AID 493244;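 active = inhibition above the mean inhibition of all tested compounds plus 3 SD, cut at about 17% in these data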;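 also: assay run at fixed EC70 calcium of 1.6 mM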
MOR-DOR inv ag = inverse agonist of human OPRM1-OPRD1 heterodimerization; P35372+P41143; cell-based MOR-DOR heterodimer luminescence, inverse agonism; inhibition, % at 9.3 µM; 340,000 compounds, 0.21% hits; AID 504357; in the data active = inhibition above about 22%, passing the limit was not always enough;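 also: 0% = cells with DMSO and 100% = wells without cells with DMSO; values of inactives mirror those of a sister screen read the other way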
C-LANA FP = inhibitors of KSHV LANA C-terminal domain DNA binding | AID 504423 | inhibition, % at 9 µM | MBP-C-LANA/FAM-LBS DNA binding, fluorescence polarization | 340,000 compounds, 0.078% hits;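 active = highest replicate inhibition at or above 60% at 9 µM, even if other replicates fall short; inactive = all replicates below 60% inhibition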;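 also: 0% = neutral control wells and 100% = 4 µM acridine orange control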
HTR5A inv ag = HTR5A inverse agonism, opioid heterodimer counter-screen; 340,000 compounds, 0.083% hits; inhibition, % at 9.3 µM; HTR5A cell line, luminescence; in the data active = inhibition mostly above about 23%, no sharp cut-off; inactive = mostly below about 18%;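 also: 0% = cells with DMSO and 100% = no-cell wells with DMSO; some compounds called inactive have numbers as strong as hits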
Target sequence (P47898 whole entry, looked up): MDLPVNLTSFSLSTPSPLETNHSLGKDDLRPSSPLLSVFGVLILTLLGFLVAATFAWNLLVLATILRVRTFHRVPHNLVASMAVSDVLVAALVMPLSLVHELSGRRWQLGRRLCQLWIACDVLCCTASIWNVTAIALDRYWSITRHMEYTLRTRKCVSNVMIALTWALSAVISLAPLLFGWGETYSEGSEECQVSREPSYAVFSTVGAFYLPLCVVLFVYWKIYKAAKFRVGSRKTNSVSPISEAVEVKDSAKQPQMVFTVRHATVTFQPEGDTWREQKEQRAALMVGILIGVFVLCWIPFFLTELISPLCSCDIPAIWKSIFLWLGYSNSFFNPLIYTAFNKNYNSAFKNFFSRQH
CAL-PDZ inh HTS = CAL PDZ (human) peptide binding inhibition. purified CAL PDZ, TMR-peptide fluorescence polarization, 1 h. inhibition, % at 24.9 µM. AID 602252. 300,000 compounds, 0.92% hits. Q9HD26;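 active = mean inhibition of at least 30% with at least half of replicates also reaching 30%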;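 also: 0% = DMSO neutral control and 100% = excess unlabeled competitor peptide PRC23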
HTR5A ag = HTR5A agonism, opioid heterodimer counter-screen. P47898. HTR5A agonist assay, luminescence, cell-based. activation, % at 9.3 µM. 340,000 compounds, 0.61% hits; in the data active = activation mostly above about 9.5%, no sharp cut-off; inactive = mostly below about 7.6%;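 also: 0% = cells with vehicle only and 100% = reference agonist; strong numbers were not always called active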
* marks the source's active call; other numbers are inactive results; · = no result given.

SMILES | RTF Ca sens act | V-ATPase pH | MOR-DOR ag | Keap1-Nrf2 PPI | Cardiac RTF inh | MOR-DOR inv ag | C-LANA FP | HTR5A inv ag | CAL-PDZ inh HTS | HTR5A ag
CCOc1ccccc1C(=O)NCCc1cnc[nH]1 | 0 | 2 | -3.5 | 1 | -2 | 16 | -0.9 | -20 | 0 | 5
O=C(N/N=C/c1ccc(OC(F)F)cc1OC(F)F)NC1CCCCC1 | 1 | -3 | 8.7 | 3 | -4 | -49 | 0.9 | -22 | -4 | 8
O=C(NCc1ccccn1)c1ccc(CNS(=O)(=O)c2cccc(Cl)c2)cc1 | 2 | 6 | -2.9 | 5 | -4 | 15 | 1.5 | -3 | -3 | 1
COc1ccc(CCNC(=O)CCNC(=O)c2ccc([N+](=O)[O-])cc2)cc1 | -3 | -2 | 1.0 | -4 | 0 | -5 | 0.1 | -13 | -1 | 3
CCCNC(=O)c1onc(CSc2ccc(F)cc2)c1C(=O)NCC1CC1 | -9 | -2 | 5.3 | -1 | 0 | -31 | 0.1 | 0 | -2 | 1
NC(=O)CC[C@H](NC(=O)c1ccc(F)cc1)C(=O)OCC(=O)Nc1c(F)c(F)c(F)c(F)c1F | 0 | 1 | -1.6 | -3 | -7 | 8 | -1.0 | 8 | 5 | -1
COc1cccc(CNC(=O)c2cccnc2Sc2ccc(C)cc2C)c1 | -4 | -1 | -3.2 | -1 | -6 | 17 | 0.9 | -27 | -5 | 1
CCOC(=O)C1CCCN(C(=O)c2ccc3c(=O)n(Cc4ccccc4OC)c(=S)[nH]c3c2)C1 (configuration not stated) | -1 | 0 | -0.7 | -7 | 3 | 4 | 1.4 | -7 | 32* | 2
CCCCS(=O)(=O)CC(COc1ccccc1)OC(=O)c1ccccc1 (configuration not stated) | 0 | 1 | 4.2 | 0 | -7 | -24 | -0.5 | 1 | -10 | 0
COc1ccc(NC(=O)COc2nc3ccccc3nc2N2CCOCC2)c(OC)c1 | 2 | 4 | -2.0 | -2 | -7 | 11 | -2.9 | 11 | 0 | -4
Cc1cc(/C=C2\NC(=O)N(Cc3ccc(Cl)cc3)C2=O)c(C)n1C | 2 | 4 | -2.2 | -1 | 3 | 13 | 0.1 | 15 | -5 | -6
CN=C(c1ccccc1)c1c(C)cccc1C | 3 | 1 | -2.1 | -1 | -14 | 11 | 0.8 | -40 | -6 | 2
COCCNC(=O)c1ccc(Cn2c(=S)[nH]c3cc4c(cc3c2=O)OCO4)cc1 | -4 | -1 | -1.9 | 5 | -5 | 9 | -1.2 | -16 | -1 | 7
COc1ccc(-c2ccc3c(=O)cc(-c4ccsc4)oc3c2)cn1 | -3 | 3 | 2.8 | -5 | -13 | -17 | 9.4 | 7 | -1 | -6
CCCc1ccc(Oc2cn[nH]c2-c2ccc(O)cc2O)cc1 | -4 | -1 | 6.7 | 0 | 11 | -34 | 0.0 | -1 | 0 | 0
O=C(N/N=C/c1c(O)ccc2ccccc12)c1ccc(CO)nc1 | 8 | -1 | 0.3 | -6 | -13 | -2 | 2.6 | 10 | -9 | -3
COP(=O)(OC)c1nc(-c2ccccc2)oc1NCc1ccccc1 | 2 | 1 | -1.6 | -2 | -6 | 11 | -0.6 | -8 | 2 | -1
C=CCNC(=S)Nc1c(N)n(C)c(=O)n(C)c1=O | 5 | 3 | -1.6 | -1 | -2 | 8 | 6.6 | -3 | 3 | 1
Cc1nnc(NC(=O)CCSc2ccccc2)s1 | -6 | 6 | -2.5 | 1 | -2 | 14 | 0.0 | 9 | -2 | -1
COCC(=O)Nc1nnc(Cc2ccc(OC)cc2)s1 | 1 | -1 | -1.3 | -4 | -1 | 8 | 1.2 | -13 | 0 | 2
COc1ccccc1NS(=O)(=O)c1cc(C(=O)NCC(C)(C)N2CCOCC2)ccc1C | 1 | 3 | 1.8 | 1 | -6 | -12 | 1.9 | -1 | -10 | 2
COc1ccc(NC(=O)c2ccc(S(=O)(=O)N3CCCCC3)cc2)c(OC)c1 | 0 | -3 | -2.0 | 4 | -6 | 10 | -0.6 | 0 | -1 | 5
Cc1nc(Cl)cc(N/N=C/c2ccc(O)cc2O)n1 | -3 | 4 | 0.5 | -1 | 0 | -3 | -0.3 | -1 | -3 | 0
C/C(CC(=O)Nc1cccc(F)c1)=N\NC(=O)c1ccncc1 | -1 | 3 | -2.1 | 5 | -8 | 11 | 2.3 | 17 | 3 | 6
CC(C)OC(=O)c1cccc(C(=O)OCc2ccco2)n1 | 1 | 5 | -2.2 | 0 | -3 | 12 | 1.6 | -13 | 0 | 1
Next results follow:
SMILES | RTF Ca sens act | V-ATPase pH | MOR-DOR ag | Keap1-Nrf2 PPI | Cardiac RTF inh | MOR-DOR inv ag | C-LANA FP | HTR5A inv ag | CAL-PDZ inh HTS | HTR5A ag
C#CCOCCOCCOCCNc1nc(N2CCN(C(=O)CCCCCCCCCCNC(=O)[C@H]([C@@H](C)CC)n3cc(CCCCN=C(N)N)nn3)CC2)nc(N2CCN(C(=O)CCCCCCCCCCNC(=O)[C@H](CO)n3cc(CCCCCN)nn3)CC2)n1 | -4 | 3 | 0.8 | -11 | 11 | -5 | -4.4 | 12 | -2 | -5
O=C(NCC1COc2ccccc2O1)c1cn(Cc2ccc(F)cc2)nn1 (configuration not stated) | -8 | -2 | -0.4 | -3 | 4 | 3 | 0.1 | -42 | -1 | 13*
CCC(C)NCc1ccc(C(=O)OC)o1 (configuration not stated) | 3 | -2 | -0.6 | 3 | -14 | 3 | 2.3 | 0 | 0 | -1
Cc1ccc(Oc2nc3ccccc3n3cccc23)cc1 | 2 | -2 | 5.2 | 3 | -1 | -26 | -1.2 | 8 | 0 | -4
COc1ccccc1NC(=O)N1CCC(NC(=O)C(Cc2ccccc2F)NC(C)=O)CC1 (configuration not stated) | -3 | -3 | -1.0 | -2 | -12 | 5 | 3.5 | 5 | 2 | -3
O=C(COc1ccc2c3c(c(=O)oc2c1)CCC3)N1CCCCC1 | -1 | -2 | 0.3 | 1 | -1 | -2 | -1.8 | -11 | -1 | 10
O=C(Cc1ccc(-n2c(=O)[nH]c3ccsc3c2=O)cc1)NCc1cccnc1 | 0 | 2 | 0.0 | -5 | -2 | 0 | 0.2 | 18 | -2 | -7
Cc1[nH]nc2c1C1(CCC3(CC1)OCCO3)C(C#N)=C(N)O2 | 5 | -1 | 0.3 | 1 | -3 | -2 | -2.0 | -5 | -2 | 2
Cc1ccc(C2=NN(C(=O)CSc3nccn3C)C(c3ccco3)C2)cc1 (configuration not stated) | -4 | 5 | -4.2 | -1 | 1 | 14 | 1.2 | 22 | -2 | 1
Cc1ccc(O)c(NC(=O)C2=CC(c3ccco3)=NS(=O)(=O)N2C)c1 | 5 | 3 | -0.9 | -1 | -6 | 5 | 3.2 | 11 | -3 | -4
CC1CN(S(=O)(=O)c2ccc(C(=O)Nc3nnc(-c4ccc5c(c4)CCCC5)o3)cc2)CC(C)O1 (configuration not stated) | 0 | -1 | -3.8 | 1 | 1 | 20 | 2.1 | -12 | · | 4
Cn1nc(C(=O)OCC(=O)c2ccc(Br)cc2)c2ccccc2c1=O | -4 | 2 | -7.1 | 0 | -4 | 28 | 1.0 | 7 | -2 | -3
COc1ccc(F)cc1C(=O)C1CCCN(C(=O)CSc2ccccn2)C1 (configuration not stated) | 5 | -2 | -3.0 | -2 | -17 | 14 | -6.6 | 1 | -2 | 0
Cc1cc2ccccc2n2c(SCC(=O)N3CCOCC3)nnc12 | -1 | -1 | -1.2 | 0 | -2 | 7 | -1.1 | -11 | -5 | 4
O=C(O)CCCC(=O)Nc1ccccc1C(=O)N1CCOCC1 | 6 | 2 | -3.3 | 1 | 5 | 17 | -2.8 | -13 | -3 | 3
C=CCNc1nc(C(=O)OCC(=O)c2ccc(F)cc2)cs1 | -2 | -5 | -3.1 | -2 | -5 | 15 | 0.2 | 1 | 1 | 7
COc1ccc(NC(C)=O)cc1S(=O)(=O)NC(C)c1ccc(-n2ccnc2)cc1 (configuration not stated) | -3 | 6 | -2.0 | -3 | 0 | 8 | 0.1 | 13 | 2 | -6
Cc1c[n+]([O-])ccc1[N+](=O)[O-] | 1 | 2 | 1.8 | 5 | 4 | -9 | -0.3 | -23 | 0 | 6
Cc1c(Cl)cccc1-n1c(SCC(=O)N2CCC(C(=O)O)CC2)nc2ccccc2c1=O | -1 | 1 | 0.8 | -7 | 8 | -7 | 0.4 | 1 | 4 | 0
O=c1[nH]c2cc3c(cc2cc1CN(CCCO)Cc1nnnn1Cc1ccc(F)cc1)OCO3 | -5 | -2 | -2.0 | 5 | -1 | 9 | 2.0 | 2 | · | -1
CCC1Oc2ccccc2N(CC(=O)NCCN2C(C)CCCC2C)C1=O (configuration not stated) | 14 | -1 | 2.5 | 5 | -9 | -16 | 3.2 | -8 | 0 | 3
Cc1cccc(OCC2CCCN(Cc3nc(C4CC4)no3)C2)c1 (configuration not stated) | 2 | -1 | -0.6 | -2 | -10 | 3 | 0.8 | -16 | 8 | 1
CC(Oc1ccc(-c2ccccc2)c(F)c1)c1ccn(S(=O)(=O)c2ccc(Cl)cc2)n1 (configuration not stated) | -7 | -3 | 0.2 | 1 | 3 | -1 | 4.9 | -11 | 2 | 9
CCOc1ccc(C(=O)C2CCN(CC(=O)Nc3ccccc3N3CCOCC3)CC2)cc1 | 0 | -3 | 1.2 | -2 | -4 | -7 | -1.5 | -9 | -3 | 3
C=CCNC(=O)CCCC(=O)NCC=C | -5 | 3 | 0.2 | 4 | -10 | -1 | 2.8 | -37 | -6 | 14

A different layout for two compounds above.
molecule	RTF Ca sens act	V-ATPase pH	MOR-DOR ag	Keap1-Nrf2 PPI	Cardiac RTF inh	MOR-DOR inv ag	C-LANA FP	HTR5A inv ag	CAL-PDZ inh HTS	HTR5A ag
CCOc1ccc(C(=O)C2CCN(CC(=O)Nc3ccccc3N3CCOCC3)CC2)cc1	0	-3	1.2	-2	-4	-7	-1.5	-9	-3	3
C=CCNC(=O)CCCC(=O)NCC=C	-5	3	0.2	4	-10	-1	2.8	-37	-6	14

More results follow.
SMILES | RTF Ca sens act | V-ATPase pH | MOR-DOR ag | Keap1-Nrf2 PPI | Cardiac RTF inh | MOR-DOR inv ag | C-LANA FP | HTR5A inv ag | CAL-PDZ inh HTS | HTR5A ag
O=C(NNC(=O)c1ccccc1C(=O)O)c1cc2ccccc2o1 | -4 | -4 | -0.4 | -5 | -2 | 2 | -0.4 | 13 | 0 | 8
Cc1cc(C)cc(OCC(=O)OCC(=O)N(CC(C)C)c2c(N)n(Cc3ccccc3)c(=O)[nH]c2=O)c1 | -9 | -3 | 0.2 | -2 | 1 | -1 | 0.0 | 7 | 4 | -3
COc1ccc(C=NCCC2(O)CC(C)N(C)CC2C)cc1 (configuration not stated) | -3 | -2 | -2.3 | -1 | -8 | 14 | 6.9 | 8 | -2 | -1
Cc1cccc(NC(=O)CSc2nnc(Cn3cnc4ccccc43)o2)c1 | 4 | 0 | 0.5 | -2 | -8 | -3 | 0.4 | -20 | -1 | 8
O=C(c1cc2sccc2n1Cc1ccccc1)N1CCCc2ccccc21 | 0 | -3 | 1.3 | -3 | -14 | -6 | -1.2 | -18 | -1 | -4
O=C(CCC(=O)Nc1ccc(F)cc1)N/N=C/c1cc([N+](=O)[O-])ccc1O | 0 | 0 | -6.2 | 3 | -2 | 29 | 2.2 | 12 | -6 | -6
CCOc1ccccc1CN1C(=O)NC2(CCCCCC2)C1=O | -6 | 2 | -1.2 | 1 | -2 | 6 | -0.3 | -24 | -1 | 9
O=C(Cc1ccccn1)Nc1ccccc1 | -2 | -2 | 0.9 | -3 | -5 | -4 | 0.6 | -8 | · | 3
